Salmonella PhoP GFP – Inhibition of PhoP regulon, Salmonella typhi GFP reporter cells, confirmation, 4 h (AID 1850); Salmonella Typhi PhoP-promoter GFP reporter, fluorescence, 4 h; higher % means a stronger effect; inhibition, % at 50 µM, or IC50 in µM where a hit was titrated; 310,000 compounds, 0.33% hits; in the data active means a potency from the dose series; inconclusive means inhibition mostly from about 25% at the one dose, without a potency; inactive means the rest, 99 in 100 with inhibition below about 19%;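 further: 0% = induced wells with vehicle and 100% = uninduced wells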
inhibitors of VEEV – inhibitors of VEEV TC-83 cytopathic effect, confirmation, Vero cells (AID 588727) | Vero cells, VEEV TC-83 cytopathic effect inhibition; higher % means a stronger effect | one-dose inhibition, % at 20 µM; IC50 in µM for titrated hits | 350,000 compounds, 0.13% hits; in the data active means a potency from the dose series; inconclusive means inhibition mostly from about 14% at the one dose, without a potency; inactive means the rest, 99 in 100 with inhibition below about 12%; further: strong numbers were not always called active
H37Rv inhibition – M. tuberculosis growth inhibition, HTS (AID 449762); 330,000 compounds, 0.59% hits; inhibition, % at 25 µM; hits with a dose series show IC50 in µM; M. tuberculosis H37Rv growth inhibition, 7H9 media; higher % means a stronger effect; in the data active means a potency from the dose series; inconclusive means inhibition above about 70% without an active follow-up result;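 further: bacterial growth assessed after seven days of incubation; strong numbers were not always called active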
M. tuberculosis – growth inhibition of non-replicating M. tuberculosis (AID 488890); Mycobacterium tuberculosis non-replicating, growth inhibition; higher % means a stronger effect; inhibition, % at 25 µM; hits with a dose series show IC50 in µM; 320,000 compounds, 0.39% hits; in the data active means a potency from the dose series; inconclusive means inhibition mostly from about 82% at the one dose, without a potency; inactive means the rest, 99 in 100 with inhibition below about 76%;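 further: plate controls were DMSO cells for no effect and high antibiotic wells for full effect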
influenza NS1A – H1N1 influenza NS1A inhibitors, functional cell based assay (AID 504329) | NS1A functional cell-based assay, percent inhibition; higher % means a stronger effect | inhibition, % at 12.5 µM, or IC50 in µM where a hit was titrated | 340,000 compounds, 0.3% hits; in the data active means a potency from the dose series; inconclusive means inhibition above about 27% without an active follow-up result; further: strong numbers were not always called active
inhibitors of VEEV 10K pilot screen – further read-out of inhibitors of VEEV, marked with its call; inhibition, %; measured here: 10K pilot screen inhibition
Numbers without * were called inactive; i = inactive; ? = inconclusive; / = not tested or not shown.

Start of the listing, in advance:
SMILES	Salmonella PhoP GFP	inhibitors of VEEV	H37Rv inhibition	M. tuberculosis	influenza NS1A	others
O=c1cc(O)c2ccccc2n1Cc1ccccc1	-5%	1.1%	5%	2%	-9%
O=C(O)c1cncc(SCc2ccccc2)n1	-2%	i	5%	-1%	-17%
COc1ccc(NC(=O)/C(C#N)=C\c2ccc(-c3cccc(C(=O)O)c3C)o2)cc1	-5%	1.6%	10%	2%	-2%
CC(NC(=O)c1ccc2c(c1)OCO2)C1CCCO1 (stereo unspecified)	0%	2.1%	0%	35%	0%
CCCCC(=O)Nc1c(O)c2ccccc2[nH]c1=O	10%	2.1%	-2%	-4%	-2%	inhibitors of VEEV 10K pilot screen=2.7

The listing, repeating the preview:
SMILES	Salmonella PhoP GFP	inhibitors of VEEV	H37Rv inhibition	M. tuberculosis	influenza NS1A	others
O=c1cc(O)c2ccccc2n1Cc1ccccc1	-5%	1.1%	5%	2%	-9%
O=C(O)c1cncc(SCc2ccccc2)n1	-2%	i	5%	-1%	-17%
COc1ccc(NC(=O)/C(C#N)=C\c2ccc(-c3cccc(C(=O)O)c3C)o2)cc1	-5%	1.6%	10%	2%	-2%
CC(NC(=O)c1ccc2c(c1)OCO2)C1CCCO1 (stereo unspecified)	0%	2.1%	0%	35%	0%
CCCCC(=O)Nc1c(O)c2ccccc2[nH]c1=O	10%	2.1%	-2%	-4%	-2%	inhibitors of VEEV 10K pilot screen=2.7
O=C(CNS(=O)(=O)c1ccccc1)N1CCN(Cc2ccccc2)CC1	-6%	1.2%	-2%	1%	-14%
Cc1ccccc1CNC(=O)c1cc(COc2ccc(F)cc2F)on1	8%	1.0%	8%	2%	3%
COc1cc(C(=O)Nc2ccc3c(c2)CCCN3C(=O)c2ccco2)c([N+](=O)[O-])cc1OC	4%	7.8%	0%	8%	-3%
C[C@@H]1C(=O)O[C@H]2[C@H](O)[C@@]34[C@H]5C[C@@H](C(C)(C)C)[C@]36[C@@H](OC(=O)[C@@H]6O)O[C@@]4(C(=O)O5)[C@@]12O	-3%	i	0%	-6%	-8%
CC(C)CC(C(=O)NC(=O)NCc1ccccc1)N1C(=O)c2ccccc2C1=O (stereo unspecified)	5%	0.2%	-10%	-9%	3%

Reprinted at random: 3 entries already listed
SMILES	Salmonella PhoP GFP	inhibitors of VEEV	H37Rv inhibition	M. tuberculosis	influenza NS1A	others
Cc1ccccc1CNC(=O)c1cc(COc2ccc(F)cc2F)on1	8%	1.0%	8%	2%	3%
C[C@@H]1C(=O)O[C@H]2[C@H](O)[C@@]34[C@H]5C[C@@H](C(C)(C)C)[C@]36[C@@H](OC(=O)[C@@H]6O)O[C@@]4(C(=O)O5)[C@@]12O	-3%	i	0%	-6%	-8%
CC(C)CC(C(=O)NC(=O)NCc1ccccc1)N1C(=O)c2ccccc2C1=O (stereo unspecified)	5%	0.2%	-10%	-9%	3%

Later entries:
SMILES	Salmonella PhoP GFP	inhibitors of VEEV	H37Rv inhibition	M. tuberculosis	influenza NS1A	others
CC1CCN(CCCNC(=O)c2cc3c(Cl)nc4ccccc4c3s2)CC1	-6%	8.0%	33%	?	-6%
Cc1cc(OCC(=O)N2CCC(C(=O)O)CC2)c2c(C)c(C)c(=O)oc2c1	-4%	0.2%	-13%	3%	-2%
COc1ccc(NC(=O)CNS(=O)(=O)c2cccs2)cc1	5%	1.3%	-5%	-9%	1%
CCN1CNC(=S)N(C(C)c2ccccc2)C1 (stereo unspecified)	1%	i	-1%	-6%	5%	inhibitors of VEEV 10K pilot screen=0.9
O=C(Cn1c(CO)nc2ccccc21)NCCc1ccccc1	5%	i	-2%	-9%	2%
Cc1ccc(C(=O)N2CCN(c3cccc(Cl)c3)CC2)cc1C	-10%	i	8%	26%	-14%
O=C1C2=C(SCCS2)C(=O)N1CCCO	-9%	i	1%	3%	2%
COc1ccc(-c2nc3c(c4nnc(SC(C)C(=O)Nc5ccc(C)cc5)n24)COC(C)(C)C3)cc1 (stereo unspecified)	-1%	0.7%	1%	-5%	-2%
N#CC1=C(N)NC(SCC(=O)Nc2ccccc2)=C(C#N)C12CCCCC2	2%	3.1%	-12%	36%	5%
CC12CCC(=O)C=C1CCC1C3CC(O)C(O)(C(=O)CO)C3(C)CC(O)C12F (stereo unspecified)	/	1.4%	/	/	-22%

Compounds above with a Cl atom:
SMILES	Salmonella PhoP GFP	inhibitors of VEEV	H37Rv inhibition	M. tuberculosis	influenza NS1A	others
CC1CCN(CCCNC(=O)c2cc3c(Cl)nc4ccccc4c3s2)CC1	-6%	8.0%	33%	?	-6%
Cc1ccc(C(=O)N2CCN(c3cccc(Cl)c3)CC2)cc1C	-10%	i	8%	26%	-14%

Other compounds follow:
SMILES	Salmonella PhoP GFP	inhibitors of VEEV	H37Rv inhibition	M. tuberculosis	influenza NS1A	others
Cc1cccc(-n2ccnc2SCC(=O)Nc2cc(C)on2)c1	3%	0.5%	-8%	-4%	7%
Cc1ccc(C(=O)COC(=O)c2cccc(NC(=O)c3ccc([N+](=O)[O-])cc3[N+](=O)[O-])c2)cc1	7%	i	?	?	8%
Cc1csc2ncnc(NNC(=O)c3ccc(Cl)cc3)c12	17%	2.2%	-2%	?	-8%
COc1ccccc1OCCC(=O)N1CCN(c2ccccc2OC)CC1	11%	0.9%	-3%	-4%	-16%
C/C(=N/NC(N)=S)c1ccc(Br)s1	6%	1.4%	?	?	0%
Nc1nc(NC(=O)c2cccc(S(=O)(=O)N3CCCCCC3)c2)nc(-c2ccccc2)n1	1%	1.7%	3%	13%	6%
COc1ccc(CNC(=O)C(=O)c2cn(CC(=O)N3CCOCC3)c3ccccc23)cc1	4%	1.8%	-2%	6%	-3%
COc1ccccc1NS(=O)(=O)c1cccc(C(=O)N2CCN(Cc3ccc4c(c3)OCO4)CC2)c1	8%	9.2%	-3%	11%	1%
O=S(=O)(c1ccc(F)cc1)N1CCCCC1c1cccnc1 (stereo unspecified)	2%	0.2%	-13%	13%	-5%
O=C(O)CC[N+](=O)[O-]	-7%	i	-2%	21%	2%
CCOC(=O)c1csc(N)n1	10%	1.0%	-4%	-5%	-5%
CC(=O)Nc1ccc(NC(=O)C(C)Sc2n[nH]c(=O)n2Cc2ccccc2)cc1 (stereo unspecified)	-14%	1.8%	-2%	4%	12%
Cc1cccc(N2CC(C(=O)Nc3nnc(SCCN4CCOCC4)s3)CC2=O)c1 (stereo unspecified)	-4%	6.8%	-1%	7%	-8%
N#CC1(NC(=O)CSc2nnc(Cc3ccccc3)o2)CCCCC1	/	0.9%	-5%	56%	0%
Cc1onc(-c2c(F)cccc2Cl)c1C(=O)NC1CC1	-2%	0.9%	-10%	-3%	-3%
C/C(=N\NC(=O)Cn1nc(C)c([N+](=O)[O-])c1C)c1ccco1	-10%	0.5%	-15%	11%	-8%
COc1ccc(Cl)cc1C(Nc1cccnc1)c1ccc2cccnc2c1O (stereo unspecified)	1%	8.4%	12%	-5%	-1%
CCOC(=O)c1c(NC(=O)C2C3CCC(O3)C2C(=O)O)sc(C)c1-c1ccc(F)cc1 (stereo unspecified)	9%	4.8%	2%	16%	3%
COc1ccc(C(=O)NC(=S)NNC(=O)CNC(=O)C2CCCCC2)cc1	6%	0.3%	-4%	-23%	-2%
C[C@@H]1CN([C@H](C)CO)C(=O)c2cc(NS(=O)(=O)c3cn(C)cn3)ccc2O[C@@H]1CN(C)S(C)(=O)=O	/	i	-7%	6%	6%
S=C1Nc2ccccc2Sc2ccc(Cl)cc21	-3%	i	5%	?	-3%	inhibitors of VEEV 10K pilot screen=0.6
COc1ccc(OC)c(Nc2nc(N)nc(CCl)n2)c1	3%	22%	?	?	2%
CCOC(=O)/C(C#N)=C/c1c(N2CCN(C)CC2)nc2ccccn2c1=O	3%	0.3%	-7%	-27%	-28%
CC1CCN(C(=O)c2[nH]cnc2C(=O)NC2CCN(C(=O)OC(C)(C)C)CC2)CC1	/	2.1%	-12%	48%	10%
COC(=O)CN1C(=O)c2cccc3cccc1c23	-3%	0.6%	9%	6%	-10%
Cc1n(CC(O)COCc2ccccc2)c2ccccc2[n+]1C (stereo unspecified)	0%	i	3%	6%	-10%
O=C(C1CCCC1)N1CCN(S(=O)(=O)c2ccc(Cl)cc2)CC1	8%	i	11%	-6%	5%
Cc1csc(SCC(=O)NCc2cccs2)n1	2%	i	6%	11%	-1%
CC(O)(CS(=O)(=O)Cc1ccccc1)c1ccc(Cl)cc1 (stereo unspecified)	-1%	1.3%	4%	-8%	-21%
Cc1cc(C)c2c(n1)sc1c(=O)n(Cc3ccccc3Cl)nnc12	/	2.1%	/	/	-4%
CN1CCN(C(=O)c2cc(=O)c3cc(Cl)cc(Cl)c3o2)CC1	10%	0.5%	3%	-14%	-4%
O=C(OCC(=O)N1CCN(C(=O)COC(=O)c2ccncc2)CC1)c1ccncc1	2%	2.5%	-2%	-17%	-18%
O=S(=O)(c1ccc(NC(=S)NCc2ccc(F)cc2)cc1)N1CCOCC1	1%	1.5%	-2%	77%	15%
Cc1cc(C)n(-c2ccc(C(=O)OCC(=O)NCc3ccc(Cl)cc3)cc2)n1	5%	0.1%	10%	38%	-6%
c1ccc(CNC2CN3CCC2CC3)cc1 (stereo unspecified)	/	0.5%	/	/	9%
COC(=O)c1cc(-c2ccccc2)n(CC(=O)O)c1C	7%	1.1%	-5%	-1%	3%
CC(C)N(CC#CCC1(O)c2ccccc2-c2ccccc21)CCO	4%	0.1%	-6%	11%	-5%
COC(=O)c1ccc2c(=O)[nH]c(CN3c4ccccc4CC3C)nc2c1 (stereo unspecified)	-5%	i	-2%	18%	11%
CCN1C(c2ccccc2)C(C)C(=O)C(C)C1c1ccccc1 (stereo unspecified)	-7%	3.7%	-3%	-8%	-11%
Cc1ccc(S(=O)(=O)N(C)c2ccc(OCC(=O)Nc3ccc(S(C)(=O)=O)cc3)cc2)cc1	/	6.9%	/	/	-2%

For reference, two of the compounds above:
SMILES	Salmonella PhoP GFP	inhibitors of VEEV	H37Rv inhibition	M. tuberculosis	influenza NS1A	others
CCN1C(c2ccccc2)C(C)C(=O)C(C)C1c1ccccc1 (stereo unspecified)	-7%	3.7%	-3%	-8%	-11%
Cc1ccc(S(=O)(=O)N(C)c2ccc(OCC(=O)Nc3ccc(S(C)(=O)=O)cc3)cc2)cc1	/	6.9%	/	/	-2%

More structures:
SMILES	Salmonella PhoP GFP	inhibitors of VEEV	H37Rv inhibition	M. tuberculosis	influenza NS1A	others
Cc1ccc(NC(=O)COC(=O)C2CSC3(C)CCC(=O)N23)cc1S(=O)(=O)N1CCOCC1 (stereo unspecified)	0%	0.8%	-5%	-6%	10%
CCN(CC(=O)Nc1ccc(NC(C)=O)cc1)C(=O)CCN1C(=O)c2cccc([N+](=O)[O-])c2C1=O	-5%	1.7%	-19%	-4%	29%
Cc1noc(C)c1-c1nc(CSc2ccccc2)no1	5%	i	-2%	19%	-22%
O=C(CSc1nnc2ccc(-c3ccc(F)cc3)nn12)N1CCCC1	10%	0.1%	-9%	-5%	0%
CS(=O)(=O)c1ccc(Cl)c(NC(=O)CCNC(=O)c2ccco2)c1	-12%	1.7%	-4%	-2%	-3%
CCCC(=O)Nc1ccc(-c2nc3cc(C)c(C)cc3o2)c(O)c1	-3%	0.0%	-4%	-8%	-2%
Nn1c(SCC(=O)N2CCOCC2)nnc1-c1ccco1	-8%	i	0%	-10%	2%
O=C1NC(c2ccccn2)Nc2sc3c(c21)CCC3 (stereo unspecified)	-5%	2.2%	?	78%	54µM*

Source: PubChem
